Screens deposited in PubChem BioAssay by Small Molecule Screening Facility, UW Madison.
SSB-PriA inh: K. pneumoniae PriA-SSBct interaction inhibition; AlphaScreen SSBct-PriA binding, biotinylated peptide; inhibition, % at 33 µM; 0.6% of 430,000 active; AID 1272365; in the data active means inhibition mostly above about 37%, no sharp cut-off; inactive means mostly below about 20%;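 further: plate controls were negative control peptide for no effect and reference peptide for full effect; strong numbers were not always called active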
The depositor's hits bear a star; i = inactive; & = joins results of further samples. Some of the compounds tested; rates above refer to the full screens.

SMILES	SSB-PriA inh
Cn1cc(S(=O)(=O)N2CCCN(S(=O)(=O)N3CCOCC3)CC2)cn1	-17
O=S(=O)(NCC[C@H](O)c1ccoc1)c1cccs1	2
COc1ccc(NC(=O)c2c(O)c3cnn(-c4cccc(C)c4)c3[nH]c2=O)cc1OC	7
O=C(Nc1ccc(-c2cn3ccccc3n2)cc1)c1ccccc1I	-10
CCN1CCN(S(=O)(=O)c2cccc3cccnc23)CC1	-1
COc1ccc(NC(C)=O)cc1NS(=O)(=O)c1c[nH]c(=O)[nH]c1=O	1
CC(C)(C)OC(=O)N1CCC(c2cc(C(N)=O)n[nH]2)CC1	39*
Cc1cc(C)cc(NC(=S)NCc2ccc3c(c2)cc(C)n3C)c1	60
CC1CCc2c(sc3ncnc(SCC(=O)N4CCOCC4)c23)C1 (stereo not drawn)	-9
O=C(Cn1cccc(S(=O)(=O)N2CCCCC2)c1=O)NC1CCCC1	0
COc1ccccc1C(=O)NCC(=O)NN=Cc1cc(Br)ccc1OCc1ccccc1	-5
COC(=O)c1ccc(C)c(-n2c(N)c(C(N)=O)sc2=S)c1	-14
COc1cccc2cc(C(=O)NCCn3nc(-c4ccccn4)c4c3CCCC4)oc12	12
O=C(C[n+]1ccc(C=NO)cc1)NC1CCCCC1	2
CCOc1ccc(C(=O)NCC2CCN(C3CCCC3)CC2)cc1OCC	-25
O=C(Nc1ccc2ccccc2c1)/C(=C\C=C\c1ccccc1)NC(=O)c1ccccc1Cl	0
CC1Cc2ccccc2N1C(=O)C12CCC(C)(C(=O)O1)C2(C)C (stereo not drawn)	11
CCOc1ccc(-n2nnc(C(=O)OCc3nc(-c4cccc(OC)c4OC)oc3C)c2C)cc1	-2
Cc1ccc(C=NNC(=O)c2c(C)nc3ccc(Br)cn23)cc1	-6
COc1ccc(N2CCNCC2)nn1	-12
COc1ccc(CCNC(=O)CSc2nc(C)cs2)cc1OC	-12
C=CCNC(=S)NNc1nc(NCC)nc(NCC)n1	-22
COc1ccc(OC)c(NC(=O)CC2CCCCN2S(=O)(=O)c2ccc(C)cc2)c1 (stereo not drawn)	-2
CCOc1cc(C=NNC(=O)Cn2nc([N+](=O)[O-])cc2C)cc(Br)c1OCc1ccccc1F	-22
CC(=NNc1cccc2cccnc12)c1ccc(N)cc1	-1
CCOC(=O)c1cc2c(=O)n3ccccc3nc2n(Cc2ccccc2)c1=NC(=O)C(c1ccccc1)c1ccccc1	-1
CO[C@@]1(CNC(=O)c2cc(-c3ccccc3)on2)CCSC1	-11
O=C(CSc1nnc2scc(-c3ccc(Cl)cc3)n12)NCC1CCCO1 (stereo not drawn)	-13
CC(C)S(=O)(=O)c1ccc(CC(=O)N2CCC(CSc3ccccn3)CC2)cc1	8
Cc1ccc(SCCC(=O)Nc2sc(C)c(C)c2C(N)=O)cc1	-11
O=C(CSc1nc2sc3c(c2c(=O)n1-c1ccccc1)CCCC3)c1ccc(Cl)cc1	-12
CC(=NNC(=O)c1nnn(-c2nonc2N)c1-c1ccc2c(c1)OCO2)c1ccc(F)cc1	9
O=C(Cc1ccc(Cl)cc1)NNC(=O)c1ccc(=O)n(Cc2ccc(Cl)cc2)c1	-8
O=C(COc1ccc(F)cc1)NCC1(O)Cc2ccccc2C1	2
CCCS(=O)(=O)N1CCC(C(=O)NC(C)C)CC1	-10
CCOC(=O)c1[nH]c2ccccc2c1NC(=O)c1cc(Cl)ccc1OC	-3
S=c1[nH]nc(-c2ccccn2)n1N=Cc1ccc(-c2ccccc2Br)o1	21
O=C(CN1C(=O)/C(=C/c2ccc(F)cc2)SC1=S)NCCN1C(=O)CSC1=O	-3
COc1ccc(-n2c(=C(C#N)C(=O)N3CCN(C)CC3)sc(=Cc3cccs3)c2=O)cc1	-5
CCCCNC(=O)N1CCN(CCO)CC1	5

Among those listed so far, 6 contain an aryl thioether with sulfur outside any ring.
SMILES	SSB-PriA inh
CC1CCc2c(sc3ncnc(SCC(=O)N4CCOCC4)c23)C1 (stereo not drawn)	-9
COc1ccc(CCNC(=O)CSc2nc(C)cs2)cc1OC	-12
O=C(CSc1nnc2scc(-c3ccc(Cl)cc3)n12)NCC1CCCO1 (stereo not drawn)	-13
CC(C)S(=O)(=O)c1ccc(CC(=O)N2CCC(CSc3ccccn3)CC2)cc1	8
Cc1ccc(SCCC(=O)Nc2sc(C)c(C)c2C(N)=O)cc1	-11
O=C(CSc1nc2sc3c(c2c(=O)n1-c1ccccc1)CCCC3)c1ccc(Cl)cc1	-12

Four successive compounds out of the list so far, quoted:
SMILES	SSB-PriA inh
S=c1[nH]nc(-c2ccccn2)n1N=Cc1ccc(-c2ccccc2Br)o1	21
O=C(CN1C(=O)/C(=C/c2ccc(F)cc2)SC1=S)NCCN1C(=O)CSC1=O	-3
COc1ccc(-n2c(=C(C#N)C(=O)N3CCN(C)CC3)sc(=Cc3cccs3)c2=O)cc1	-5
CCCCNC(=O)N1CCN(CCO)CC1	5

Going on with the list.
SMILES	SSB-PriA inh
O=S(=O)(NCCCn1ccnc1-c1ccccc1)c1cccc(C(F)(F)F)c1	8
Cc1nc(CCNC(=O)c2ccccc2C(F)(F)F)cs1	-19
CNC(=S)NN=Cc1ccco1	-6
COc1ccc2nc(-c3ccc(NS(=O)(=O)c4cc(C)ccc4C)cc3)cn2n1	-8
O=C(CC(c1ccccc1)c1ccccc1)NC[C@H](O)C1CCCCC1	-10
CCOC(=O)c1cc(C(=O)OCC)cc(-n2c(C)cc(C(=O)CSc3nc(C)nc4sccc34)c2C)c1	4
Cc1csc(COc2ccc(C(=O)N3CCN(c4ccccc4F)CC3)cc2)n1	-1
O=C(CCCn1cnc(-c2ccc(F)cc2)cc1=O)Nc1ccc(-c2cn3c(n2)SCC3)cc1	-6
CSc1cccc(C(=O)Nc2ccc3c4c(cccc24)CC3)c1	27
CC1Cc2c(N)nn(C)c2NC1=O (stereo not drawn)	9
Cc1oncc1C(=O)NCCn1nc(C(F)(F)F)c2c1CCCC2	2
O=C(CNS(=O)(=O)c1c(Cl)cccc1Cl)N1CCCC1	-1
N#Cc1nccnc1O[C@H]1CCN(C(=O)c2ncccn2)C1	-21
COC(=O)c1ccc(NC(=O)CSc2nnc3ccc(-c4ccc(OC)cc4)nn23)cc1	-14
O=C(c1cncc(Br)c1)N1CCN(c2nc(-c3ccsc3)cs2)CC1	17
Cc1ccc(OCC(=O)Nc2cc(-c3ccco3)nn2-c2nc(C)c(C)c(=O)[nH]2)cc1	6
Cc1ccc(C2CC(c3cccs3)=NN2C(=O)COc2cccc3c2CCNC3=O)cc1 (stereo not drawn)	-4
COc1cc2nc(NC(=O)c3cccc(C(F)(F)F)c3)sc2cc1OC	8
O=C(CSCc1ccccc1)NC1CCCC(OC(=O)Nc2ccccc2)C1 (stereo not drawn)	-17
Cn1nc(-c2ccccc2)cc1C(=O)N1CCCC[C@H]1c1cc(C(N)=O)n[nH]1	-5

3 entries picked at random from the list so far:
SMILES	SSB-PriA inh
O=C(CCCn1cnc(-c2ccc(F)cc2)cc1=O)Nc1ccc(-c2cn3c(n2)SCC3)cc1	-6
Cn1nc(-c2ccccc2)cc1C(=O)N1CCCC[C@H]1c1cc(C(N)=O)n[nH]1	-5
O=C(c1cncc(Br)c1)N1CCN(c2nc(-c3ccsc3)cs2)CC1	17

Additional results
SMILES	SSB-PriA inh
COc1ccc([N+](=O)[O-])cc1C=NNC(=O)c1nonc1N	3
CCOc1ccc(N=c2scc(C)n2CCO)cc1	26
Cc1ccc(N2CC(NC(=O)c3ccccc3C)CC2=O)cc1 (stereo not drawn)	-6
CCNC(=O)N(C)C[C@H]1COCCO1	0
CCn1c(=O)c(C(=O)Nc2ccc(C)c(Cl)c2)c(O)c2ccccc21	-18
O=C(C1CCC1)N1CCN(c2nc3c(C(F)(F)F)cccc3s2)CC1	-2
CN(C)C=Nc1cc(=O)[nH]c(=O)n1CC1CC1	4
O=C(Cc1cccc2ccccc12)N(Cc1cccnc1)c1nc2c(F)cc(F)cc2s1	9
CCOC(=O)N1CCC(NC(=O)C2CCN(c3ncnc4c3oc3ccccc34)CC2)CC1	-11
CO[C@@H](CNS(=O)(=O)c1ccc(C(F)(F)F)cc1)c1ccc(C)s1	-11
CCOc1cc(-c2cccc(OC)c2)nc2ccc(C(=O)N3CCC(Cc4ccccc4)CC3)cc12	-4
NC(=NO)c1ccccc1N1CCC(Cc2ccccc2)CC1	14
O=C(NCC#CCN1CCCC1)Nc1ccc(Cl)cc1	-4
Cn1nc(CNC(=O)c2cc(C3CC3)on2)cc1-c1ccco1	-3
COc1cc(C)c(S(=O)(=O)Nc2c(C)nc(N(C)C)nc2C)cc1C	-12
O=C(Cc1cccs1)Nc1nc(C(=O)NCCn2nc(-c3ccco3)ccc2=O)co1	-9
O=C(CCCc1ccccc1)Nc1ccc(-n2nnn(CC(=O)NC3CC3)c2=O)cc1	-2
CC1CCC/C(=C\c2ccccc2)C1=NO (stereo not drawn)	7
COc1ccc(CCC(=O)NCCCc2cnc3cc(C)nn3c2)cc1Br	5
COc1ccc(-c2nc(-c3cn(CC(=O)Nc4cc(Cl)ccc4C)cn3)no2)cc1	-7
O=C(Cn1cnc2c(sc3cccc(F)c32)c1=O)NC1CCCC1	-1
O=C(c1ccc(-c2cccc(Cl)c2)cc1)N1CC(S(=O)(=O)Cc2ccco2)C1	-6
O=C(/C=C/c1ccc(C(F)(F)F)cc1)c1ccccc1	-10
C[C@](O)(CNC(=O)CN1C(=O)CCC1=O)c1cc2ccccc2s1	2
COc1ccc(CCC(=O)N(CCc2cccs2)Cc2ccco2)cc1	-4
CC(=NO)c1ccccn1	-5
O=C(Cn1cc(-c2nc(-c3ccc(Cl)cc3)no2)ccc1=O)N1CCN(c2ccccc2F)CC1	-14
CC(=O)c1ccc(S(=O)(=O)N2CC(c3nc(-c4ncccn4)no3)C2)cc1	-8
COc1ccc(C=Nn2c(N)nc(-c3ccccc3)c2-c2ccccc2)cc1	1
C=CCN(CC=C)S(=O)(=O)c1ccc(C(=O)NNC(=O)c2cc3cc([N+](=O)[O-])ccc3s2)cc1	-3
O=C(CSc1nc2ccccc2o1)Nc1cnn(CC2COc3ccccc3O2)c1 (stereo not drawn)	-6
CC(=O)c1ccccc1OC[C@@H](O)CN1CCN(C(c2ccccc2)c2ccccc2)CC1	-3
CC(=O)CC1(O)C(=O)N(Cc2ccc(C)cc2)c2c(Cl)ccc(Cl)c21 (stereo not drawn)	14
Oc1ccccc1C=NNC(=S)NC1CC2CCC1C2 (stereo not drawn)	11
Cc1nn(C2CCS(=O)(=O)C2)c2nc(-c3cccs3)cc(C(=O)N3CCC(C(N)=O)CC3)c12 (stereo not drawn)	-4
Cc1nn(CC(=O)NCc2ccco2)c(=O)c2c1cnn2C(C)(C)C	-1
CCOC(=O)c1sc(NC(=O)c2ccc3ncsc3c2)cc1C	-5
CC(C)Cc1ccc(-c2csc(/C(C#N)=C\c3ccccc3[N+](=O)[O-])n2)cc1	26
O=C(NC1CC1)c1ccc(Cn2c(=O)[nH]c3ccccc3c2=O)cc1	-4
Brc1ccc(-c2nnc3sc(CN4CCN(C(c5ccccc5)c5ccccc5)CC4)cn23)cc1	-17
CC(C)c1nnc(SCC(=O)NCc2ccco2)c2c1cnn2-c1ccccc1	-8
O=S(=O)(c1cccnc1)N1CC(n2ccnn2)C1	-18
CCCc1c(C(=O)NN=C(C)c2ccc(O)cc2)nnn1-c1nonc1N	4
O=C(CCS(=O)(=O)c1ccccc1)OCc1cc(-c2ccco2)on1	10
CC(Oc1ccccc1)c1ccnc2nc(N=CN(C)C)nn12 (stereo not drawn)	2
O=C(c1cnc2ccccc2n1)N1CCN(CCn2ccnc2-c2ccccc2)CC1	-17
COC(=O)C(=O)CC(=NNc1ncnc2ccccc12)c1ccc(Cl)cc1	5
CC1CCN(S(=O)(=O)c2ccc(C(=O)Nc3nnc(-c4cccc(S(C)(=O)=O)c4)o3)cc2)CC1	-4
COc1cccc(CSc2nc(CC(=O)Nc3nccs3)cc(=O)[nH]2)c1	-14&16
O=C(c1ccccc1Br)N1Cc2cnc(N3CCOCC3)nc2C1	-10
COCCc1noc(C2CCN(C(=O)NCCCc3ccccc3)CC2)n1	-14
Nc1nnnn1N=Cc1ccc(Cl)cc1	-30
O=S(=O)(Cc1ccccc1)N1CCOC2(CCOCC2)C1	-18
O=S(=O)(NCC(c1ccsc1)N1CCc2ccccc2C1)c1cccc(Cl)c1 (stereo not drawn)	0
CCCCS(=O)(=O)N1CCN(Cc2c(C)noc2C)CC1	-9
CN(Cc1cc(=O)[nH]c2ccccc12)C(=O)c1ccc(-c2ccccc2Cl)o1	-11
O=C(NCc1c(F)cccc1F)c1cc(N2CCCC2)ncn1	-17
CCN(CC)c1ccc(NC(=O)CSc2ncc(-c3cccc(Cl)c3)o2)c(C)c1	-10
NS(=O)(=O)c1ccc(NC(=O)COc2ccccc2Cl)cc1	9
CCOC(=O)c1cnn2ccc(NC(=O)c3c(OCC)ccc4ccccc34)cc12	-10

Continued.
SMILES	SSB-PriA inh
Cn1nnc2c(=O)n(CC(=O)c3ccc(Cl)cc3)cnc21	-34
O=C(Nc1nc2c(s1)CN(C(=O)CSc1ccc(F)cc1)CC2)c1ccoc1	14
CCOc1cc(Nc2ccc(NC(=O)Nc3ccc(F)cc3F)cc2)nc(C)n1	-3
CCNS(=O)(=O)c1ccc(OC)c(C(=O)Nc2cccnc2)c1	-12
CCOC(=O)N1CCN(C(=O)C2CCCc3sc(NC(=O)c4ccc5c(c4)OCO5)nc32)CC1 (stereo not drawn)	-9
CCc1nnc2ccc(N3CCN(S(=O)(=O)c4ccc5c(c4)OCCO5)CC3)nn12	-3
COC(=O)C1C(=N)Oc2c(oc(CO)cc2=O)C1c1cccnc1 (stereo not drawn)	-7
O=C(CSc1nc2scc(-c3cccs3)c2c(=O)n1-c1ccccc1)c1ccc2c(c1)OCCO2	-12
NC(=S)NN=Cc1ccc(Br)o1	-10
Cc1ccccc1C(=O)NCCC(O)C(C)(C)C (stereo not drawn)	5
COc1ccc(CN2C(=O)CSC2=N/N=C/c2ccccc2)cc1	i
Cn1c(N)c(NC(=O)c2cccs2)c(=O)[nH]c1=O	-15
